Compound activity from PubChem.
GSIS activator – GLuc luminescence reporter in INS-1E cells, primary screen for activators of glucose-dependent secretion of insulin. hit rate 0.61% among 370,000. activation, % at 16.6 µM. INS-1E GLuc reporter insulin secretion, 2-3 h. AID 743287;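 active = lowest replicate activation of at least 40%, so every replicate reaches that level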;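 also: 0% = median of neutral control wells and 100% = median of IBMX positive control wells; some compounds called inactive have numbers as strong as hits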
Statin myotox sup – suppression of simvastatin myotoxicity | C2C12 myotubes + simvastatin, ATP luminescence, 48 h; scaled: DMSO 0, geranylgeraniol control 100 | rescue of ATP level, % at 7.49 µM | hit rate 0.78% among 330,000 | AID 602340;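 active = mean ATP rescue above about 67%, or every replicate alone reaching that limit, limit read from the data, passing the limit was not always enough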;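 also: myotubes were challenged with 10 µM simvastatin during compound exposure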
PGC1a acetyl inh – modulators of PGC1a acetylation. U2OS PGC1a acetylation, AlphaScreen anti-acetyl-lysine; with virally co-expressed GCN5 acetyltransferase. inhibition, % at 15.6 µM. hit rate 0.17% among 350,000. AID 651687;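 active = every replicate shows inhibition of at least 40%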;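 also: 0% = neutral control wells and 100% = positive control wells; some results beyond the cut were filed as inactive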
PAX8 inh HTS – lowers PAX8-driven luciferase in RMG-I cells. inhibition, % at 12.6 µM. RMG-I TPO-luciferase reporter, SteadyGlo, 24 h. hit rate 1.2% among 360,000;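 active = mean replicate inhibition at least 60% with every replicate also reaching 60%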;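 also: luciferase light reporting Pax8 driven TPO promoter activity; plate controls were median of neutral control wells for no effect and mitoxantrone controls for full effect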
PglD DTNB – inhibitors of Campylobacter jejuni PglD acetyltransferase | AID 602405 | purified PglD enzyme, DTNB colorimetric CoA detection | hit rate 0.098% among 360,000 | inhibition, % at 12.5 µM; in the data active = inhibition above about 16%, passing the limit was not always enough; also: strong numbers were not always called active
Cneo AK release – causes C. neoformans cell lysis | hit rate 0.2% among 360,000 | adenylate kinase release luminescence, 4 h; normalised: neutral wells 0, clomiphene wells 100 | lysis activity, % at 15 µM;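 active = mean lysis activity across replicates of at least 80%, whatever share of replicates individually reach that level; inactive = mean lysis activity below 80%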
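Material: C. neoformans cells | Amount: Yeast cell density of 5 × 10^6 cells/mL | Medium: Fresh YPD growth medium | Dosing: Single dose | Times: Static 4 h at 37 °C with compound, 1 h detection | Detection: AK luminescence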
ARNT TACC3 PPI – ARNT/TACC3 interaction disruption | inhibition, % at 9.99 µM | hit rate 0.66% among 390,000 | Q9Y6A5 | AID 623870 | AlphaScreen His-ARNT PAS-B/GST-TACC3 binding, luminescence; TACC3 fragment carries E629A point mutation;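 active = mean inhibition of replicates at least 50% and at least half of replicates each reaching 50%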;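 also: 0% = complete ARNT plus TACC3 wells and 100% = ARNT alone without TACC3; many hits fall short of the cut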
LGR2 antag – Drosophila LGR2 receptor signaling inhibition | hit rate 0.35% among 380,000 | inhibition, % at 9.99 µM | HEK293 LGR2, CRE-luciferase, bursicon-stimulated, 4 h | AID 720647;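 active = drop in luminescence signal, shown as inhibition above about 50% in the replicate tests, limit read from the data, passing the limit was not always enough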;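 also: agonist challenge used bursicon conditioned medium at about half maximal strength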
The depositor's hits bear a star; . = no result given; & = joins results of further samples. Random draw from the library. About 2.9% of those tested had a hit in this group.

Below each compound – Cneo AK release, PGC1a acetyl inh, ARNT TACC3 PPI, LGR2 antag, PglD DTNB, Statin myotox sup, PAX8 inh HTS, GSIS activator
CC(=O)N1CCN=C1SCc1ccc(C)cc1
  0, -2, 0, 2, -3, -7, 8, 17
COc1cccc(CNC(=O)C[C@H]2CC[C@H](NC(C)=O)[C@H](CO)O2)c1
  17, -6, 5, 29, -6, -12, 6, 11
CCOC(=O)c1cc(OC)c2cccc(CN3CCC(C)(C(=O)NCCOC)C3)c2c1 (stereo not drawn)
  -3, 3, ., ., -1, -7, ., .
CCn1c2ccccc2c2cc(NC(=O)CC(C)=O)ccc21
  0, -10, 21, 6, 4, -47, 3, 11
C1=C(c2ccccc2)Nc2ncnn2C1c1ccccc1 (stereo not drawn)
  3, 1, 2, -9, 3, -8, 16, 33
CCOC(=O)c1c(NC(=O)C2C3C=CC(C3)C2C(=O)O)sc2c1CC(C)(C)OC2 (stereo not drawn)
  ., 2, -10, -16, ., ., 14, -13
CCCS(=O)(=O)c1nc(S(=O)(=O)c2ccc(C)cc2)c(N2CCC(C)CC2)s1
  -1, -2, 4, -2, 2, -37, 18, 7
C#CCn1cc2c(c1-c1ccccc1)c(=O)n(C)c(=O)n2C
  ., -4, ., -14, ., -2, -1, 11
C/C=C/c1ccc2c(c1)O[C@@H](CN(C)C(=O)CC)[C@@H](C)CN([C@@H](C)CO)S2(=O)=O
  1, -8, -1, 5, 1, 40, ., 13
O=C1NC[C@H](Cc2ccccc2)N(C[C@H]2CCCN2C[C@H](Cc2ccccc2)N2C[C@H](Cc3ccccc3)N(CC3CCCCCC3)C(=O)C2=O)C1=O
  10, -3, -1, 31, -1, -2, 6, -11
Cc1ccccc1CN1CCN(C(=O)c2ccc(F)cc2)CC1
  2, ., -9, 2, -3, -2, 18, -10
CC(C(=O)Nc1ccc(O)cc1)c1cccc(C(=O)c2ccccc2)c1 (stereo not drawn)
  ., -13, ., -15, ., ., 25, -11
O=C(CN1C(=O)NC2(CCCC2)C1=O)Nc1ccc(Cl)cc1F
  1, ., 0, 0, 8, 1, -8, 3
O=C(NCc1ccco1)c1ccc2c(c1)C(=O)N(C1CCCCC1)C2=O
  1, ., -5, ., 1, ., 14, .
O=C(Cc1ccccc1)N1CCc2ccccc21
  -7, -1, 1, -5, -3, -12, ., 7
COc1ccc(OC)c(CC(NC(C)=O)C(=O)NC2CCN(c3nc(OC)nc(OC)n3)CC2)c1 (stereo not drawn)
  ., 3, -5, 4, ., ., 18, -10
O=C(NCCO)c1cccc(-c2cccc3nncn23)c1
  0, ., ., 3, -6, 5, -9, 6
COc1ccc(-c2cc3nc(NCCCN(C)C)n(C)c(=O)c3s2)cc1OC
  -1, -16, ., -10, -4, 4, -29, 6
Cc1cn([C@H](C(=O)NCCCCCCCCCCC(=O)N2CCN(C(=O)OC(C)(C)C)CC2)[C@@H](C)O)nn1
  2, ., -2, 0, 3, -10, 5, .
O=C(CCNS(=O)(=O)c1ccccc1)OCC(=O)c1ccc(F)cc1
  ., ., -2, 2, ., ., -14, -8
Cc1noc(C)c1S(=O)(=O)Nc1ccc2c(c1)CC(=O)N([C@H](C)CO)C[C@@H](C)[C@H](CN(C)Cc1ccncc1)O2
  -2, 5, -2, -19, 3, -4, -9, 2
Cc1cccc(CN(C)C[C@@H]2Oc3ncc(-c4cccc(F)c4)cc3C(=O)N([C@H](C)CO)C[C@@H]2C)c1
  -2, -3, 10, -7, 2, 7, ., -19
COc1cccc(C#Cc2ccc3c(c2)O[C@H](CN(C)C(=O)CN2CCOCC2)[C@H](C)CN([C@H](C)CO)S3(=O)=O)c1
  -2, -10, -6, -2, -2, 30, 14, -4
Cc1noc(C)c1S(=O)(=O)Nc1ccc2c(c1)C(=O)N([C@@H](C)CO)C[C@@H](C)[C@H](CN(C)Cc1ccncc1)OCCCC[C@H](C)O2
  -1, -1, -7, 5, 1, ., 9, -5
Cc1n[nH]c(C)c1S(=O)(=O)N1CCCC(C(=O)NC2CCCCC2)C1 (stereo not drawn)
  1, 1, ., 8, 0, 9, 5, -2
Cc1ccc(C(=O)Nc2nnc(S(=O)(=O)N3CCCCCC3)s2)cc1
  0, 3, 33, ., -2, -1, 12, .
COc1ccc(NC(=O)Nc2cccc3c2O[C@H](CN(C)C(=O)Nc2c(C)noc2C)[C@H](C)CN([C@H](C)CO)C3=O)cc1
  -1, 3, -3, -15, -1, -2, -9, 10
C[C@@H]1CCCCO[C@H](CN(C)C(=O)Nc2ccc(F)cc2)[C@@H](C)CN([C@H](C)CO)C(=O)c2cc(NS(C)(=O)=O)ccc2O1
  3, -5, -1, 5, -1, ., -6, 7
O=C1CSC(c2ccc([N+](=O)[O-])cc2)N1C1CCCCC1 (stereo not drawn)
  ., ., 1, 21, ., ., 15, 87*
CCc1nnc(NC(=O)CCC(=O)N2CCN(Cc3cc(Cl)ccc3OC)CC2)s1
  -2, -18, -5, ., -3, -1, ., .
COc1ccc(S(=O)(=O)N(C)CC(=O)N2CCCCC2)cc1Cl
  -2, ., -5, -4, -6, 5, ., 1
Cc1cc(C)cc(OCC(=O)NNC(=O)c2ccccn2)c1
  0, 9, 68*, 16, 1, -7, 47, 20
Cc1ccc(-n2nc3c(c2NC(=O)/C=C\c2ccc4c(c2)OCO4)CSC3)cc1
  0, 1, 1, ., -2, -3, 8, .
O=C(Nc1ccccc1)P(=O)(O)c1ccccc1
  1, 5, -6, 13, -4, -3, -4, .
COc1ccc(/C=C(/NC(=O)c2ccccc2)C(=O)NCCCn2ccnc2)cc1OC
  5, 9, 5, 5, 4, 17, -2, 4
Cc1noc(C)c1NC(=O)N[C@@H]1CC[C@@H](CC(=O)N2CCN(C)CC2)O[C@@H]1CO
  -1, 1, 0, -12, -1, -4, ., -2
Cc1cc(=O)oc2c3c(cc(OCC(=O)NCC(=O)N[C@H](C(=O)O)C(C)C)c12)OC(C)(C)CC3
  0, 10, 3, -4, -9, -4, 5, 1
N#Cc1c(N)c(C#N)c(-c2ccc3c(c2)OCO3)c2c1CCCC2
  -2, -3, -8, 14, 10, -11, ., -21
CN(CCNC(=O)CN1CCN(Cc2ccccc2Cl)C1=O)Cc1ccccc1
  4, 4, -4, ., 1, -15, ., .
Cn1ccnc1Sc1cc(NCCCO)c([N+](=O)[O-])c2nonc12
  2, 0, -2, 7, 1, -212, 8, 132
CCOc1ccc(N(CC)C(=O)c2cn(CC)c(=O)c3cc(OC)c(OC)cc23)cc1
  0, -3, -1, 12, 2, 4, 0, -3
COc1ccc(CNCc2cc3c(cc2[N+](=O)[O-])OCO3)cc1
  1, ., 1, -6, 2, 5, 6, -2
C[C@@H]1CCCCO[C@H](CN(C)C)[C@H](C)CN([C@H](C)CO)C(=O)c2cc(NC(=O)CCC(F)(F)F)ccc2O1
  ., 1, ., -6, ., -2, -6, 10
CCCCCC(=O)N1C[C@@H](O)[C@H](n2cc(-c3ccc(F)cc3)nn2)C[C@@H]1c1ccccc1
  ., 6, ., 0, ., 12, 5, -5
O=S(=O)(c1ccc(OCc2nc3ccccc3s2)c(Cl)c1)N1CCOCC1
  2, -44, 2, ., -1, 29, ., .
CC(Sc1nnc(-c2ccccc2F)n1C)C(=O)NC1CCCCC1 (stereo not drawn)
  1, -16, -2, -16, 1, 23, -8, 14
C[C@@H]1CN([C@H](C)CO)C(=O)CCCn2cc(nn2)CO[C@H]1CN(C)C(=O)C1CC1
  2&-4, -4&1, -5, 2, 0&-1, -3&10, 22&-15, 24&7
CCCCN1CCC(CN2C(=O)C(=O)NC[C@@H]2Cc2ccccc2)CC1
  -2, ., ., -9, 9, -2, -3, 6
CC1CCN(CCC(=O)Nc2ccc(Br)cc2)CC1
  -4, 14, -2, ., 1, -29, ., .
CCC(NC(=O)c1ccccc1NC(=O)C(C)(C)C)C(=O)N1CC(C)OC(C)C1 (stereo not drawn)
  0, 29, 0, -2, -1, -5, 4, 1
COc1cccc(/C=C2\Sc3ccc(C(=O)NCc4cccnc4)cc3N(C)C2=O)c1
  ., -3, 3, -9, ., -9, 21, 21
COc1ccc(CC(=O)NCc2nnc(SCC(=O)Nc3ncc(C)s3)n2C)cc1
  ., -8, -9, 9, ., ., 13, -4
Cc1cccc(NC(=S)N2CCC(NC(=O)c3cccc(F)c3)CC2)c1
  -3, ., -6, 11, -5, 11, 2, -22
O=C(NC(=S)Nc1ccc2[nH]c(=O)[nH]c2c1)c1ccccc1Cl
  -1, ., 0, 0, -3, -25, -36, 5
COc1ccc2sc(NC(=O)NC(=O)c3c(Cl)cccc3Cl)nc2c1
  ., ., -2, -11, ., ., -19, 0
O=C(NC1CC1)C1=C[C@@H](c2c[nH]c3ccccc23)C[C@@H](OCc2ccc(CO)cc2)O1
  3, 0, 14, 5, -2, -3, 20, -1
O=C1NC(Cc2ccc(O)cc2)c2nc3cc(F)ccc3c(=O)n2-c2ncccc21 (stereo not drawn)
  -1, ., ., 4, -8, 5, 0, 9
C/C(=N\NC(=O)Cn1cc([N+](=O)[O-])cn1)c1ccco1
  2, 7, -8, 4, 0, ., -5, -8
C[C@H](CO)N1C[C@H](C)[C@@H](CN(C)S(=O)(=O)c2ccccc2)Oc2c(NC(=O)Nc3ccc(C(F)(F)F)cc3)cccc2C1=O
  5, -2&4, 2, 9&23, -4, 25, 0&-13, -17&1
CCCC(=O)Nc1cc(C(=O)O)ccc1S(=O)(=O)c1ccc(Cl)cc1
  5, ., -7, 1, 1, 6, 24, 8

Other entries
Below each compound – Cneo AK release, PGC1a acetyl inh, ARNT TACC3 PPI, LGR2 antag, PglD DTNB, Statin myotox sup, PAX8 inh HTS, GSIS activator
Cc1cc(-c2ccc(C)c(S(=O)(=O)NCc3ccc(OC(C)C)cc3)c2)on1
  -3, -14, -6, -1, 0, 0, -19, -18
O=C(NCC[C@H]1CC[C@@H](NS(=O)(=O)c2ccc(Cl)cc2)[C@@H](CO)O1)c1ccc2c(c1)OCO2
  1, 0, -6, -13, 4, 18, ., 1
Cc1ccc(-n2nc3c(c2NC(=O)C(C)(C)C)CS(=O)(=O)C3)cc1
  -2, 5, 14, ., 2, -7, ., .
COc1ccc(NC(=O)c2ccccn2)cc1
  -7, -14, 2, ., -8, -4, ., .
COc1cccc(/C=C2/NC(=O)NC2=O)c1OCC(=O)Nc1ccccc1
  6, 1, -11, 14, -1, 5, -1, 6
CC(C)(C)c1cc(C(=O)NCc2cc(F)cc3c2OCOC3)n(Cc2ccccc2)n1
  ., 10, 4, -75, ., -3, -109, -34
CN(C)CCOC1c2ccccc2-c2ccccc21
  -1, ., -2, -6, -3, 0, 11, 8
CC(c1ccccn1)N(C)C(=O)c1ccc2nc(Cc3cccc(Cl)c3)oc2c1 (stereo not drawn)
  -2, ., -4, -50, -5, -2, -182, -22
O=C1CSC(c2ccccn2)N1c1ccc(C(F)(F)F)cc1 (stereo not drawn)
  ., -7, 11, -6, ., ., 26, -6
CCCCN(CCCC)C(=S)NC(=O)c1ccccc1Cl
  2, 1, 11, -17, -2, ., -5, -10
COc1ccc(/C=N/NC(=O)c2ccccc2OC)cc1COc1ccccc1[N+](=O)[O-]
  4, ., -11, 2, 0, -16, 34, 28
Cc1c(C(=O)NCCCN2CCCCC2)oc2ccc3c(c12)C(O)CC1(CCCCC1)O3 (stereo not drawn)
  -4, -8, -14, -13, 11, -17, 17, 16

A draw from above in order of count of non-hydrogen atoms, largest number first:
Below each compound – Cneo AK release, PGC1a acetyl inh, ARNT TACC3 PPI, LGR2 antag, PglD DTNB, Statin myotox sup, PAX8 inh HTS, GSIS activator
COc1ccc(/C=N/NC(=O)c2ccccc2OC)cc1COc1ccccc1[N+](=O)[O-]
  4, ., -11, 2, 0, -16, 34, 28
CC(C)(C)c1cc(C(=O)NCc2cc(F)cc3c2OCOC3)n(Cc2ccccc2)n1
  ., 10, 4, -75, ., -3, -109, -34
CC(c1ccccn1)N(C)C(=O)c1ccc2nc(Cc3cccc(Cl)c3)oc2c1 (stereo not drawn)
  -2, ., -4, -50, -5, -2, -182, -22
